Pol beta inh – qHTS Assay for Inhibitors of DNA Polymerase Beta; P06746; Pol beta primer extension/strand displacement, fluorescence kinetic; Potency, µM (titrated, usually from 114 µM), inactives show at the top dose activity change, negative = inhibition, usual class: inhibitors; hit rate 1.3% among 340,000; AID 485314, 2010; further: potency means the concentration at half of the fitted maximal effect; on the % scale 0 is the no-effect control and ±100 the full control effect
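Preincubation: enzyme (10 nM) with compound, 15 min, RT. Reaction: substrate added to 50 nM final. Reads: 0 and 10 min. Analysis: normalized, Hill fit.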
Apoferritin bind – qHTS Assay for Identification of Novel General Anesthetics | apoferritin/1-aminoanthracene competitive binding, fluorescence | Potency, µM (doses to about 77.5 µM), without a hit: at the highest dose activity change, negative = displacement, most hits filed as inhibitors | AID 485281, 2010 | hit rate 0.074% among 350,000; further: potency means the concentration at half of the fitted maximal effect; on the % scale 0 is the no-effect control and ±100 the full control effect; nearly all actives have a fitted effect of over 20% in size
Target sequence (P02791 2-175 limits assumed): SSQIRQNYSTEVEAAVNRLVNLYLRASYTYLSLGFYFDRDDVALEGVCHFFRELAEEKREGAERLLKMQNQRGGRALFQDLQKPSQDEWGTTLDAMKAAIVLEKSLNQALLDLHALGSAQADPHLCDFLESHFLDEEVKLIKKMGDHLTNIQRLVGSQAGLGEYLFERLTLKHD
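Apoferritin-based anesthetic binding model; compound displacement of fluorescent 1-AMA measured as endpoint fluorescence after 10 minutes at room temperature, scaled to free-ligand and complex controls.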
Tb PGK inh – qHTS Assay to Find Inhibitors of Phosphoglycerate Kinase; Potency, µM (series often up to 57.5 µM), inactives show at the top dose activity change, negative = inhibition, hits mostly inhibitors; PGK/GAPDH coupled, Kinase-Glo luminescence, 60 min; Phosphoglycerate kinase, glycosomal (Trypanosoma brucei brucei), P07378; AID 602233, 2012; hit rate 0.043% among 380,000; further: potency means the concentration at half of the fitted maximal effect; on the % scale 0 is the no-effect control and ±100 the full control effect; nearly all actives have a fitted effect of over 60% in size
Target sequence (P07378 whole entry, looked up): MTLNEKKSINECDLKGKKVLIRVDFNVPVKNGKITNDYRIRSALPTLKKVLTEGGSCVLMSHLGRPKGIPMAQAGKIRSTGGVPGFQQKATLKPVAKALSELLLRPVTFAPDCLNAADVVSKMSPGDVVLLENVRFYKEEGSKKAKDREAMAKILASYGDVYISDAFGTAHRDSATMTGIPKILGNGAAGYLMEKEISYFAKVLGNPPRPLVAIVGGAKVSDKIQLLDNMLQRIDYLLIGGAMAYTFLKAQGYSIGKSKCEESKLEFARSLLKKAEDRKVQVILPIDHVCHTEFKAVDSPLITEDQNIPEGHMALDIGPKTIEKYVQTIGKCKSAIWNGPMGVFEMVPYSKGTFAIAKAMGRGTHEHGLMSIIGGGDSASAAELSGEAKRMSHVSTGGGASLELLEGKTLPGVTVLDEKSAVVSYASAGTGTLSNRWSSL
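Recombinant glycosomal PGK reaction used 1,3-bisphosphoglycerate generated in-well by GAPDH (100nM final) in 100mM TEA pH 7.6, 5mM MgCl2, 0.01% Tween-20. After 60 minutes at room temperature, ATP was read by Kinase-Glo Plus luminescence end-point.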
RXFP1 antagonist – qHTS Assay for Antagonists of the Relaxin Receptor RXFP1. Relaxin receptor 1 (Homo sapiens), Q9HBX9. HEK293-RXFP1, relaxin-stimulated cAMP HTRF, 30 min; hits give low values. activity change, negative = inhibition, % at 57.5 µM. hit rate 0.59% among 350,000;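 active means activity change of -60% or lower, but not beyond a set lower limit; inconclusive means change between -60% and -40%, or beyond the set limit; inactive means change above -40%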; further: on the % scale 0 is the no-effect control and ±100 the full control effect
Pol eta inh – qHTS for Inhibitors of Polymerase Eta. DNA polymerase eta (Homo sapiens), Q9Y253. recombinant Pol eta, fluorescent DNA replication assay. Potency, µM (top dose mostly 114 µM), without a hit: top-dose activity change, negative = inhibition, hits mostly inhibitors. hit rate 1.2% among 390,000. AID 588591, 2011; further: potency means the concentration at half of the fitted maximal effect; on the % scale 0 is the no-effect control and ±100 the full control effect
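Pol eta at 10 nM preincubated with compounds 15 min at room temperature; reaction started with fluorescent substrate (50 nM final) and read kinetically at 0 and 10 min.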
POLI inh – qHTS for Inhibitors of Polymerase Iota | Pol iota fluorescent replication assay, 10 min | hit rate 1% among 390,000 | DNA polymerase iota (Homo sapiens), Q9UNA4 | Potency, µM (series often up to 115 µM), inactives show top-dose activity, negative = inhibition, actives largely listed as inhibitors | AID 588590, 2011; further: potency means the concentration at half of the fitted maximal effect
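Fluorescent replication assay read twice, at 0 min and 10 min after adding 50 nM (final) substrate. Enzyme (10 nM) and compounds were first incubated 15 min at room temperature; enzyme-free buffer wells were negative controls.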
BLM helicase inh – qHTS Assay for Inhibitors of Bloom's syndrome helicase (BLM); RecQ-like DNA helicase BLM (Homo sapiens), P54132; recombinant BLM DNA unwinding, fluorescence dequenching; Potency, µM (top dose mostly 56.1 µM), without a hit: at the highest dose activity change, negative = inhibition, usual class: inhibitors; hit rate 0.2% among 350,000; AID 2528, 2010;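 further: potency means the concentration at half of the fitted maximal effect; plate controls were vehicle for no effect and no enzyme for full effect; nearly all actives have a fitted effect of over 35% in size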
Pol kappa inh – qHTS for Inhibitors of Polymerase Kappa; DNA polymerase kappa (Homo sapiens), Q9UBT6; AID 588579, 2011; purified Pol kappa, fluorescent DNA synthesis assay, 10 min; hit rate 0.53% among 400,000; Potency, µM (top dose mostly 107 µM), for the others: at the top dose activity, negative = inhibition, actives largely listed as inhibitors; further: potency means the concentration at half of the fitted maximal effect; on the % scale 0 is the no-effect control and ±100 the full control effect
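50 nM final substrate added after 15 min RT preincubation of 10 nM Pol kappa with compound; fluorescence read at 0 and 10 min.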
APEX1 inh – qHTS Assay for Inhibitors of the Human Apurinic/apyrimidinic Endonuclease 1 (APE1). recombinant APE1, TAMRA/BHQ-2 abasic DNA cleavage fluorescence. hit rate 0.35% among 350,000. Potency, µM (doses to about 65.8 µM), without a hit: top-dose activity change, negative = inhibition, most hits filed as inhibitors. DNA repair nuclease/redox regulator APEX1 (Homo sapiens), P27695;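 further: potency means the concentration at half of the fitted maximal effect; plate controls were vehicle for no effect and reference inhibitor for full effect; nearly all actives have a fitted effect of over 55% in size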
Target sequence (P27695 whole entry, looked up): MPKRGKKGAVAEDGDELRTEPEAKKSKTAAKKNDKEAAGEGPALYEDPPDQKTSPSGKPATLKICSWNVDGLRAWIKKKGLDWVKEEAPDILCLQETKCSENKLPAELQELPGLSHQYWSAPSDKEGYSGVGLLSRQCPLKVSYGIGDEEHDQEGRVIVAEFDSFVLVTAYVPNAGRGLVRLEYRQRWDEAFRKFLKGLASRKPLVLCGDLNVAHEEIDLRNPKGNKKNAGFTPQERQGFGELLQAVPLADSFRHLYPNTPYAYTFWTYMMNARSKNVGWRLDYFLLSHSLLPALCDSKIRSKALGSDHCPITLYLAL
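Endonuclease cleavage of a quenched abasic-site DNA duplex (50 nM) by APE1 (0.75 nM) was tracked by TAMRA dequenching. Compounds were preincubated with enzyme 15 min at room temperature; data normalized to buffer-only and DMSO wells plus NSC13755 control.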
Active calls of the source: *; i = inactive; u = inconclusive; x = not tested or not shown; [ ] = another dose, or the depositor's remark. Unless noted, the call rests on the fitted dose curve; in most records, active means well fitted curve in the direction sought with a large enough effect; inconclusive means small, poorly fitted or top-dose-only effect, or another doubt; inactive means no such curve, though single readings can be large; an effect the other way counts as inactive or inconclusive. The list is partial; the hit share may differ from the screen's.

Every second line gives: RXFP1 antagonist, APEX1 inh, Tb PGK inh, BLM helicase inh, Pol beta inh, Pol eta inh, Pol kappa inh, POLI inh, Apoferritin bind
- CC(=O)Nc1cccc(OCC(O)Cn2cnc3ccccc32)c1 (stereo not given)
  -3, 17%, -1%, 5%, 8%, -7%, -14%, 10%, 4%
- CCC(C(=O)OCC(=O)Nc1c(Cl)cccc1Cl)c1ccccc1 (stereo not given)
  0, 1%, -6%, -1%, 22%, -9%, 2%, 23%, -12%
- COc1ccc(C(=O)/C=C/c2ccc(OC)c(CN3CCOCC3)c2)cc1
  -11, 12%, -3%, 3%, 30%, 2%, -1%, 8%, 6%
- CN(Cc1ccccc1)C(=C(Cl)Cl)/C(=C1/NCCN1C)[N+](=O)[O-]
  0, 0%, -9%, 1%, 0%, -8%, 4%, 17%, -3%
- CC(C)(C)c1ccc(CNC(=O)C2CCCN2C(=O)Nc2ccccc2)cc1 (stereo not given)
  9, -8%, -9%, -1%, 22%, -14%, 0%, 16%, -8%
- Cc1cccc(C)c1NC(=O)CN(C)C(=O)C1=COCCO1
  -3, 26%, -3%, x, x, -5%, 7%, 22%, x
- CC(=O)Nc1ccc(Nc2ccccc2)cc1
  -4, 16%, -4%, -6%, u, -7%, -2%, 13%, -18%
- O=C(c1ccc(Br)cc1)N(c1ccccn1)C1CCCCC1
  -4, u, -7%, -4%, 5%, -9%, -12%, 13%, -2%
- CCCCn1c(N)c(N(CC)C(=O)c2ccncc2)c(=O)[nH]c1=O
  -2, 26%, -2%, x, x, -17%, -2%, 8%, x
- O=C(CCCCn1cnc2c(=S)nc[nH]c21)Nc1ccc(C(=O)O)cc1
  -16, x, 7%, x, x, -2%, -11%, u, x
- COc1cc(NC(=O)c2cnc(NCc3ccccc3)nc2C)cc(OC)c1OC
  -8, 30%, 0%, -5%, 16%, -20%, -8%, 1%, -3%
- CCOC(=O)c1cccc(NC(=O)CCCn2c(=O)c3cccn3c3cccnc32)c1
  -9, 43%, -2%, -2%, -21%, -14%, 8%, 12%, -5%
- O=C(/C=C/c1ccc(Br)cc1)c1ccc(NC(=O)c2ccco2)cc1
  -14, 17%, -2%, -18%, 7.1µM*, u, u, u, -4%
- Cc1ccc(S(=O)(=O)N2CCN(C(=O)CN3CCOCC3)C2C(C)C)cc1 (stereo not given)
  3, 2%, i, -2%, -11%, 3%, -5%, 2%, -4%
- CC(=O)Nc1ccc(S(=O)(=O)N2CCCC2C(=O)Nc2ccc(F)cc2)cc1 (stereo not given)
  5, 8%, 0%, 1%, 7%, -3%, -5%, 4%, -2%
- CCCn1c(SCC(=O)Nc2nnc(CC)s2)nnc1-c1ccncc1
  14, -2%, i, 1%, 5%, -18%, 1%, 40%[activator], -6%
- CCCOc1cccc(C(=O)Nc2cc(-c3ccccc3)no2)c1
  -28, x, -5%, -12%, 37%, -13%, 15%, 5%, -18%
- CC(=O)OC1COC(n2c(O)c(N=NC(N)=S)c3ccccc32)C(OC(C)=O)C1OC(C)=O (stereo not given)
  2, 4%, i, -2%, 2%, -18%, -6%, 39%[activator], -11%
- NC(=O)Cc1nc2scc(-c3ccccc3)c2c(=O)[nH]1
  -13, 2%, -2%, -8%, u, -8%, 6%, 55%[activator], -7%
- N#Cc1c2n(c3c(=O)n(Cc4ccccc4Cl)cnc13)CCCC2
  -5, 2%, -5%, 2%, 6%, -16%, -14%, 41%[activator], -18%
- O=S(=O)(c1cccc2cccnc12)N1CCN(Cc2ccc3c(c2)OCO3)CC1
  -21, 5%, 1%, 0%, 5%, -7%, 5%, u, -24%
- CCOC(=O)Cn1ccc(NC(=O)COc2ccc(F)cc2)n1
  15, -1%[12.4 µM], i, 1%, -1%, -4%, -29%, 29%, 2%
- CCN(/C=N/c1sc2c(c1C#N)CCCCC2)CC
  1, 4%, -5%, -9%, 4%, -9%, -22%, 11%, 9%
- COc1ccc(Cl)cc1N(CC(=O)N/N=C/c1ccc(OCC(N)=O)cc1)S(C)(=O)=O
  -78*, 1%, -6%, 4%, -12%, -7%, -16%, -13%, -18%
- COCCn1c(=NC(=O)CN2C(=O)CCC2=O)sc2cc(S(N)(=O)=O)ccc21
  -10, 0%, -6%, 2%, 9%, -8%, -8%, 163%[activator], -9%
- Cc1ccc(NC(=O)c2sc(Cl)nc2-c2ccccc2)cc1
  -10, -4%, 7%, -14%, 2%, -2%, -8%, -1%, u
- Cc1cc(OCC(=O)Nc2ccccc2N2CCOCC2)c(C(C)C)cc1Cl
  -5, -15%, i, x, x, -11%, 9%, 30%, x
- COc1cc(O)c(C)c(O)c1
  x, 3%, x, 3%, x, x, -3%[60.1 µM], x, -4%
- CC(C)(C)C(=O)CN1C(=O)NC2(CCCc3ccccc32)C1=O (stereo not given)
  3, -9%, -4%, 1%, 64%, -15%, 9%, 27%, 5%
- COc1ccc(CCNC(=O)C(=O)NCCC2CCCCN2S(=O)(=O)c2cccs2)cc1 (stereo not given)
  3, -9%, -7%, x, x, -18%, -10%, 31%[activator], x

An excerpt from above in order of length of the SMILES, rising.
Every second line gives: RXFP1 antagonist, APEX1 inh, Tb PGK inh, BLM helicase inh, Pol beta inh, Pol eta inh, Pol kappa inh, POLI inh, Apoferritin bind
- CCN(/C=N/c1sc2c(c1C#N)CCCCC2)CC
  1, 4%, -5%, -9%, 4%, -9%, -22%, 11%, 9%
- O=S(=O)(c1cccc2cccnc12)N1CCN(Cc2ccc3c(c2)OCO3)CC1
  -21, 5%, 1%, 0%, 5%, -7%, 5%, u, -24%
- COc1ccc(Cl)cc1N(CC(=O)N/N=C/c1ccc(OCC(N)=O)cc1)S(C)(=O)=O
  -78*, 1%, -6%, 4%, -12%, -7%, -16%, -13%, -18%

More structures.
Every second line gives: RXFP1 antagonist, APEX1 inh, Tb PGK inh, BLM helicase inh, Pol beta inh, Pol eta inh, Pol kappa inh, POLI inh, Apoferritin bind
- Cc1ccc(NC(=O)Cn2c(=O)ccc3cc(S(=O)(=O)N4CCCC4)ccc32)cc1C
  x, x, i, -2%, 11%, -2%, -11%[60.1 µM], 5%, -6%
- COc1ccc(NC(=O)COC(=O)c2ccc(OCc3ccccc3Cl)c(OC)c2)c(OC)c1
  -8, 1%, -4%, -4%, 57%, -5%, -10%, 148%[activator], 0%
- Cc1cccc(-n2c(N)c(C(=O)NCCN3CCOCC3)c3nc4ccccc4nc32)c1
  7, -7%, -3%, 6%, 16%, u, -18%, -14%, 605%[activator]
- Cc1ccc(NC(=O)Cn2c(=O)nc(-c3ccccc3)c3ccccc32)cc1F
  -1, x, -8%, -2%, -1%, -15%, -2%[60.1 µM], 41%[activator], 35%[activator]
- CCc1nnc(NC(=O)C2CCN(c3nccc(C)n3)CC2)s1
  -5, 0%, 9%, -2%, 0%, -3%, 4%, 33%[activator], 1%
- CC(O)CSc1nc2c(c(=O)[nH]c(=O)n2C)n1CC(O)COc1ccccc1 (stereo not given)
  0, -2%, 2%, -2%, -1%, -11%, -7%, 23%, -16%
- CC(C)c1cc(C(=O)O)n[nH]1
  7, 2%, -3%, -1%, -3%, -5%, -25%, 11%, -3%
- Cc1cc2c(cc1C)C(c1ccsc1)CC(=O)N2 (stereo not given)
  -1, 5%, -5%, 8%, u, 4%, 7%, -10%, u
- COC(=O)c1c(NC(=O)CSc2nnc(Cn3nnc4ccccc43)n2C)sc(C)c1C
  -10, 3%, x, -11%, 2%, -8%, -4%, 4%, -11%
- Cc1csc(CN(C)C(=O)C2CCC(=O)N(CCCc3ccccc3)C2)n1 (stereo not given)
  5, 27%, -5%, -1%, 1%, 5%, 1%, 7%, 6%
- Cc1ccc(NC(=O)/C=C/C(=O)O)c(NC(=O)c2ccccc2)c1
  1, 20%, i, 0%, 10%, -5%, 3%, 25%, -2%
- CCOc1ccc2oc(C(=O)NC3CC(C)(C)NC(C)(C)C3)c(C)c2c1
  -4, -2%, -16%, -10%, 0%, -14%, 3%, 15%, -1%
- CC1CCCCN1CCCNC(=O)c1[nH]c2ccccc2c1Sc1ccc(Cl)cc1 (stereo not given)
  u, x, -2%, -4%, 0%, -20%, 4%, 57%[activator], -5%
- CCOc1ccc(N2C(=O)CC(Sc3nc(O)c(CC)c(=O)[nH]3)C2=O)cc1 (stereo not given)
  -2, x, -2%, x, x, -4%, -6%, 38%[activator], x
- Cc1ccc(CNC(=O)C2CCC(=O)N2C(C)C)cc1 (stereo not given)
  -1, 1%, 0%, -2%, 39%, -11%, -12%, -20%, 7%
- Cn1c(CCNC(=O)c2ccco2)nc2ccccc21
  -7, 23%, i, x, x, -20%, -10%, 21%, x
- O=C(NC1CCSc2ccccc21)c1cccc(S(=O)(=O)N2CCOCC2)c1 (stereo not given)
  -13, 9%, -6%, x, x, 1%, -7%, -20%, x
- CC(C)(C)NC(=O)NC(=O)COC(=O)C1CCN(S(=O)(=O)c2cccs2)CC1
  -8, -35%, -1%, x, x, -7%, 1%, 9%, x
- Cc1nc(N)sc1C(=O)NN
  -11, 6%, i, 1%, 13%, -7%, 2%, 53%[activator], -4%
- Cc1ccc(C2=NO[C@@](CC(=O)O)(C(=O)Nc3ccc4c(c3)OCCO4)C2)cc1
  32, 25%, 2%, -2%, 18%, 1%, -5%, 28%, -6%
- O=C(CNC(=O)c1nc[nH]c1C(=O)N1CCc2ccccc2C1)OCc1ccccc1
  x, 28%, 2%, -2%, -21%, -12%, -15%, -3%, -18%
